HTR5A inv ag: counter-screen for OPRM1-OPRD1 inverse agonists: human HTR5A inverse agonism; HTR5A cell line, luminescence; inhibition, % at 9.3 µM; 340,000 tested, 0.083% active; AID 504634; in the data active means inhibition mostly above about 23%, no sharp cut-off; inactive means mostly below about 18%;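 further: 0% = cells with DMSO and 100% = no-cell wells with DMSO; some compounds called inactive have numbers as strong as hits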
Target sequence (P47898 whole entry, looked up): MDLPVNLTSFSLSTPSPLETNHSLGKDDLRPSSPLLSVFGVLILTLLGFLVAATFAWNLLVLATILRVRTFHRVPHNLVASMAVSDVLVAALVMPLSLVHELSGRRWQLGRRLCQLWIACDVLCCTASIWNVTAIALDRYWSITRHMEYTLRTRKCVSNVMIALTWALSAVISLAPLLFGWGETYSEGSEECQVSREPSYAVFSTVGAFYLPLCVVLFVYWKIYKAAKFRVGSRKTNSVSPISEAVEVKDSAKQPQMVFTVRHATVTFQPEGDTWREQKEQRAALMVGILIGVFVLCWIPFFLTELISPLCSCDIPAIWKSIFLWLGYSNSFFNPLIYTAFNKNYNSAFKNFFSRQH
PKA-R1A act: activates the PKA-R1A holoenzyme complex; 340,000 tested, 0.083% active; PKA-R1A dissociation, Cy5-IP20 fluorescence polarization; scaled: DMSO 0%, 113 µM cGMP 100%; P00514+P68181; activation, % at 11.4 µM;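 active means percent activation above the mean of all tested compounds plus 3 SD, cut at about 19% in these data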;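 further: higher means more PKAc released from R1A so a rise in polarization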
phage Ecoli inh: E. coli growth loss with phage present. growth absorbance. inhibition, % at 11.9 µM. 360,000 tested, 0.26% active. AID 651602; in the data active means inhibition above about 11%
AddAB inh: less growth of phage-infected E. coli with AddAB. E. coli expressing H. pylori AddAB, absorbance growth. inhibition, % at 11.9 µM. 330,000 tested, 0.29% active. AID 435030; in the data active means inhibition above about 12%;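 further: 0% = vehicle wells of infected cells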
Mot1-301 SUMO: inhibitors of SUMOylation pathway: yeast Mot1-301 growth rescue; S. cerevisiae Mot1-301 growth rescue, ATP luminescence, 38.5C; percent above DMSO median, 100 means doubled; growth rescue, % at 18.8 µM; 320,000 tested, 1% active; AID 2716;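 active means every valid replicate shows activation above 250% relative to neutral control wells; inactive means the rest, any valid replicate at or below 250%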;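 further: OY570 slx delta 5 strain wells were the positive control but not used for scaling; some compounds called inactive have numbers as strong as hits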
DAGLB inhibitor: diacylglycerol lipase beta (human) inhibition. Q8NCG7. HEK293T DAGLB membrane lysate, EnzChek fluorogenic substrate. inhibition, % at 5.17 µM. 340,000 tested, 0.059% active. AID 504411; in the data active means inhibition above about 34%;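 further: 0% = enzyme with vehicle and 100% = wells lacking enzyme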
E coli growth: counter-screen for AddAB inhibitors: E. coli growth inhibition. E. coli V3065 growth, OD600 absorbance, 18 h. inhibition, % at 11.9 µM. 330,000 tested, 0.27% active. AID 449728;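 active means inhibition above the campaign's mean inhibition across all tested compounds plus 3 SD, cut at about 9.9% in these data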;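 further: uninfected addAB+ strain grown without phage in ampicillin broth; 0% = DMSO wells and 100% = ciprofloxacin 0.95 µg/ml wells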
CDK5 p35 inh: inhibitors of human CDK5/p35 kinase. Q00535+Q15078. Recombinant CDK5/p35, ADP-Glo luminescence, 60 min. inhibition, % at 10 µM. 330,000 tested, 0.01% active;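 active means highest replicate inhibition of at least 50% and at least 75% of replicates reaching 50%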;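 further: plate controls were DMSO neutral control for no effect and GW8510 at 10 µM for full effect; many of its hits are not listed in these tables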
Target sequence (Q00535 whole entry, looked up): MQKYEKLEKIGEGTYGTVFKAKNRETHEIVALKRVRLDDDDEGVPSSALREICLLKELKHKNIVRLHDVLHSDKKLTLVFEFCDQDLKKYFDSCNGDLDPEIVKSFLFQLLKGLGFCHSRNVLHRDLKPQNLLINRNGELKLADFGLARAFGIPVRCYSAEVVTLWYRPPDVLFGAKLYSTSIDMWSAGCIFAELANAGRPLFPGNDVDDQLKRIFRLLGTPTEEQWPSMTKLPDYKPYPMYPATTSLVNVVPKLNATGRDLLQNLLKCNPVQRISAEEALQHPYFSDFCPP
Target sequence (Q15078 whole entry, looked up): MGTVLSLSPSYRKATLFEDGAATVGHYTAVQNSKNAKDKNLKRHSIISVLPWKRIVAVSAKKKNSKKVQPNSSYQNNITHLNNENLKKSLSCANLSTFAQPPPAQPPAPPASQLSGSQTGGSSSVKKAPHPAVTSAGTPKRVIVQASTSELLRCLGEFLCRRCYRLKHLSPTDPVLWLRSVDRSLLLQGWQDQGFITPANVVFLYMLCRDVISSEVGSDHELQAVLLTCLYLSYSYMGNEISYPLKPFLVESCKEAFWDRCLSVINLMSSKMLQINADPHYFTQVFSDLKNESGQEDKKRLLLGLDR
PKA-R2B activ: activates the human PKA-R2B holoenzyme complex; PKA-R2B holoenzyme dissociation, Cy5-IP20 fluorescence polarization; R2B truncated from residue 108, S112A mutant; 0% DMSO only, 100% 113 µM cGMP; P22694+P31323; 340,000 tested, 0.079% active; activation, % at 11.4 µM; AID 504700;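 active means activation above a cutoff set at the mean over all compounds plus 3 SD, cut at about 18% in these data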;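 further: higher means more holoenzyme dissociation and a rise in polarization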
HTR5A ag ctr: counter-screen for OPRM1-OPRD1 agonists: human HTR5A agonism; P47898; HTR5A agonist assay, luminescence, cell-based; activation, % at 9.3 µM; 340,000 tested, 0.61% active; AID 504692; in the data active means activation mostly above about 9.5%, no sharp cut-off; inactive means mostly below about 7.6%;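 further: 0% = cells with vehicle only and 100% = reference agonist; strong numbers were not always called active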
Tat transport: inhibitors of E. coli Tat protein transport | E. coli MC4100 TorA-mCherry Tat export, fluorescence | inhibition, % at 10 µM | 340,000 tested, 0.036% active | AID 488895;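 active means mean replicate inhibition at least 50% and at least half of replicates individually reaching 50%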;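 further: exported cargo escapes ClpAP degradation while cytoplasmic cargo is degraded and loses fluorescence; 0% = median of neutral control wells and 100% = median of NaSCN control wells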
* marks the source's active call; other numbers are inactive results; / = not tested or not shown; & = joins results of further samples. Compounds as they come; overall some 2.3% were active at least once.

#1 CCCCNC(=O)/C(C#N)=C/c1cccnc1
#2 O=C(/C=C/c1ccc(Br)cc1)NC(=S)NNC(=O)c1ccco1
#3 COc1ccc(C(=O)NCc2ccc(S(N)(=O)=O)cc2)cc1[N+](=O)[O-]
#4 COc1ccccc1OC(C)C(=O)Nc1ccc(S(=O)(=O)Nc2nccs2)cc1 (stereo not given)
#5 CCOC(=O)c1c(C)[nH]c(C(=O)OCC(=O)Nc2cc(C)c(Cl)cc2OC)c1C
#6 COc1cc2cc(Oc3ccc4ccc(=O)oc4c3)c(=O)oc2cc1OC(C)=O
screen / no.,1,2,3,4,5,6
HTR5A ag ctr,0,-2,-2,-2,8,6
Mot1-301 SUMO,-9,-2,-14,7,3,2
DAGLB inhibitor,-3,2,2,1,0,-4
phage Ecoli inh,3.1,-4.0,2.8,2.0,-0.5,3.1
PKA-R1A act,-5,5,3,-9,-4,-3
Tat transport,-3,-1,-7,3,6,1
HTR5A inv ag,-15,26,7,6,3,13
CDK5 p35 inh,4.9,-0.6,-0.6,0.0,1.0,0.8
PKA-R2B activ,-10,7,4,3,1,-8
E coli growth,1.4,-7.8,-2.2,-2.0,-0.5,-0.2
AddAB inh,0.7,-5.0,-2.4,0.0,4.0,1.9

Taken from above.
Result for COc1ccccc1OC(C)C(=O)Nc1ccc(S(=O)(=O)Nc2nccs2)cc1 (stereo not given) under CDK5 p35 inh: 0.0
Result for CCOC(=O)c1c(C)[nH]c(C(=O)OCC(=O)Nc2cc(C)c(Cl)cc2OC)c1C under Mot1-301 SUMO: 3
Result for COc1cc2cc(Oc3ccc4ccc(=O)oc4c3)c(=O)oc2cc1OC(C)=O under PKA-R2B activ: -8
Result for COc1ccc(C(=O)NCc2ccc(S(N)(=O)=O)cc2)cc1[N+](=O)[O-] under phage Ecoli inh: 2.8

Next results
#7 CSc1ccc(C(=O)N2CCC(CCC(=O)NCc3ccc(F)cc3)CC2)cc1
#8 Cc1ccnc(NC(NC(=O)C(C)C)(C(F)(F)F)C(F)(F)F)c1
#9 O=C(NNC(=O)c1ccccc1Cl)c1cc2cc(OC(F)(F)F)ccc2[nH]1
#10 CCOc1ccc(CCNS(=O)(=O)c2cc3c(cc2C)NC(=O)CO3)cc1OCC
#11 C/C(CC(=O)Nc1ccccn1)=N\NC(=O)c1ccc2ccccc2c1
#12 CN(Cc1c(C(=O)N/N=C/c2ccc(O)cc2)nnn1-c1nonc1N)c1ccccc1
screen / no.,7,8,9,10,11,12
HTR5A ag ctr,1,0,0,-3,2,4
Mot1-301 SUMO,/,-16,-14,3,30,9
DAGLB inhibitor,1,2,-2,2,-3,-1
phage Ecoli inh,-1.3,3.2,0.5,3.9,2.8,-1.1
PKA-R1A act,3,-13,-1,-5,4,-7
Tat transport,-1,-4,17,0,0,0
HTR5A inv ag,6,-5,-12,-24,7,-17
CDK5 p35 inh,0.4,-0.9,0.8,1.2,-2.0,-0.4
PKA-R2B activ,-4,-10,-6,9,-9,-2
E coli growth,/,0.2,2.0,1.4,-1.2,-2.9
AddAB inh,/,-0.2,1.8,-1.4,-0.2,0.7

#13 CN(c1ccc(F)cc1)S(=O)(=O)c1ccc(Cl)c(C(=O)NCc2ccco2)c1
#14 CCOC(=O)[C@@H]1[C@H]2COc3ccc(Br)cc3[C@H]2N2C(=O)N(c3cccc(Cl)c3)C(=O)[C@]12C
#15 Cc1cc(N=CC2=C(O)CCCC2=O)no1
#16 COc1ccc2c(c1)c1nnc(SC)nc1n2C
#17 O=C1C=C(c2ccc3ccccc3c2)C[C@@H](c2ccc(F)cc2)C1
#18 O=C(COC(=O)COc1ccc(Cl)cc1)NCc1cccs1
screen / no.,13,14,15,16,17,18
HTR5A ag ctr,8,-5,-6,1,4,1
Mot1-301 SUMO,25,-9,53,36,-15,-10
DAGLB inhibitor,0,-10,1,-1,-24,0
phage Ecoli inh,6.7,0.6,0.4,3.4,1.2,3.8
PKA-R1A act,-4,-2,-3,4,5,6
Tat transport,-10,5,-4,2,-4,-2
HTR5A inv ag,-21,12,-2,-2,-3,-2
CDK5 p35 inh,0.4,-0.5,-0.3,-0.9,1.4,-0.5
PKA-R2B activ,1,-3,6,1,-10,-3
E coli growth,-1.1,-1.5,-1.0,-2.4,2.4,-0.3
AddAB inh,0.0,2.1,-0.7,-0.2,2.9,0.6

#19 Cc1ccsc1C(=O)NCCc1c[nH]c2ccccc12
#20 CCOC(=O)N1CCC(N2C(=O)c3ccccc3C2Nc2cccnc2)CC1 (stereo not given)
#21 Cc1ccc(C(=O)Nc2cccc(C(F)(F)F)c2)cc1NC(=O)c1ccno1
#22 Cc1ccccc1-c1nc(-c2ccc(NC(=O)c3cccs3)cc2)no1
#23 Cc1cc(C)cc(NC(=S)NCc2ccncc2)c1
#24 CCOC(=O)N1CCN(CC(=O)Nc2c(C(=O)OC)[nH]c3cccc(Cl)c23)CC1
screen / no.,19,20,21,22,23,24
HTR5A ag ctr,2,0,2,-5,-2,1
Mot1-301 SUMO,-12,2,-11,-11,-11,-13
DAGLB inhibitor,0,3,-2&-4,-1,1,-1
phage Ecoli inh,-1.4,2.7,0.1&0.5,0.6,3.7,/
PKA-R1A act,-1,2,-6&-1,-16,-14,-2
Tat transport,-1,-5,-4,1,-7,6
HTR5A inv ag,7,-12,-5,13,4,-9
CDK5 p35 inh,-0.9,-0.9,-0.2,1.7,3.6,0.4
PKA-R2B activ,-17,-1,-4&-9,-6,-1,-8
E coli growth,2.4,-0.2,-3.4,-0.1,1.8,-0.3
AddAB inh,0.7,1.3,2.8,-0.8,-1.3,2.2

#25 CCOC(=O)C1(Cc2cccc(OC)c2)CCCN(C(=O)c2ccccc2C)C1 (stereo not given)
#26 CN=c1oc2ccc(Cl)cc2cc1C(N)=O
#27 Cn1cc(/C=C/c2cc[n+](C)cc2)c2cc(F)ccc21
#28 COC(=O)C1=C(C)N(Cc2ccccc2)C(=NCc2ccc3c(c2)OCO3)N[C@H]1c1ccccc1
#29 C[C@@H]1O[C@@H](O[C@@H]2[C@@H](O)[C@H](OCCc3ccc(O)c(O)c3)O[C@H](CO)[C@H]2OC(=O)/C=C/c2ccc(O)c(O)c2)[C@H](O)[C@H](O)[C@H]1O
#30 c1ccc2c(c1)CC1(CCCC1)n1nnnc1-2
screen / no.,25,26,27,28,29,30
HTR5A ag ctr,1,-1,4,3,3,-4
Mot1-301 SUMO,19,-22,111,-15,-12,10
DAGLB inhibitor,-2,0,-83,0,2,1
phage Ecoli inh,-0.8,4.1,/,0.2,1.4,2.0
PKA-R1A act,-6,-9,-12,-4,-7,-6
Tat transport,4,3,-8,8,-2,-3
HTR5A inv ag,-2,-34,-16,-9,-8,-21
CDK5 p35 inh,1.3,0.5,0.8,-0.8,0.1,-0.3
PKA-R2B activ,-4,-5,-9,-16,-4,0
E coli growth,-0.3,-1.3,-15,-1.7,-2.0,-0.2
AddAB inh,2.3,2.9,2.7,-1.2,1.8,1.1

Only Tat transport (2 entries from above):
| entry | Compound | Tat transport |
| --- | --- | --- |
| 25 | CCOC(=O)C1(Cc2cccc(OC)c2)CCCN(C(=O)c2ccccc2C)C1 (stereo not given) | 4 |
| 30 | c1ccc2c(c1)CC1(CCCC1)n1nnnc1-2 | -3 |

Carrying on.
#31 COc1ccc(/C=C/C(=O)C(C)(C)C)cc1OC
#32 CC1Cc2ccccc2N1S(=O)(=O)c1cccc(C(=O)N2Cc3ccccc3CC2C(N)=O)c1 (stereo not given)
#33 COc1ccc([N+](=O)[O-])cc1COc1ccc2c(-c3ccccc3)cc(=O)oc2c1
#34 COc1ccccc1-c1noc(-c2ccncc2)n1
#35 O=C(c1ccco1)N1CCN(c2ccc(S(=O)(=O)N3CCCC3)cc2)CC1
#36 CC(C)(CC(=O)O)CC(=O)N1CCCN(c2nc3ccc(Cl)cc3s2)CC1
screen / no.,31,32,33,34,35,36
HTR5A ag ctr,5,-3,1,-4,-2,8
Mot1-301 SUMO,0,8,0,1,10,0
DAGLB inhibitor,-2,1,-1,-5,3,0
phage Ecoli inh,1.7,-1.3,0.6,2.0,1.3,3.2
PKA-R1A act,-4,-2,10,4,-8,1
Tat transport,-6,4,-4,3,14,-11
HTR5A inv ag,-21,9,-9,10,-6,-12
CDK5 p35 inh,-1.1,-0.3,0.5,-0.6,-4.4,-1.1
PKA-R2B activ,4,4,7,1,0,5
E coli growth,/,-2.3,-1.8,-2.3,0.4,-0.1
AddAB inh,/,2.6,2.1,2.1,-0.2,0.2

#37 COc1cc(/C=N/N=C/c2cc(OC)c(O)c(OC)c2)cc(OC)c1O
#38 Cc1cc(C)n(CC(O)CN2c3ccccc3Sc3ccccc32)n1 (stereo not given)
#39 COc1cc(/C=C/C(=O)Nc2cccc(S(=O)(=O)NC3=NCCCCC3)c2)ccc1OCC#N
#40 COC(=O)c1nnn(CC(=O)NC(=O)Nc2cccc(C)c2C)c1C(=O)OC
#41 CCn1cc(CN2CCN(CCC(C)C)C(CCO)C2)c2ccccc21 (stereo not given)
#42 CC(NC(=O)CN(c1cccc(C(F)(F)F)c1)S(C)(=O)=O)c1ccccc1 (stereo not given)
screen / no.,37,38,39,40,41,42
HTR5A ag ctr,-3,6,1,0,-1,8
Mot1-301 SUMO,20,28,8,236,0,-11
DAGLB inhibitor,-2,-3,1,-3,0,-2
phage Ecoli inh,4.2,1.2,2.2,3.5,0.9,1.3
PKA-R1A act,4,-2,-9,-5,-11,9
Tat transport,14,8,15,-1,6,-9
HTR5A inv ag,-1,4,-14,-3,4,-22
CDK5 p35 inh,1.5,3.6,-4.6,1.5,0.1,0.2
PKA-R2B activ,-4,-3,-7,-5,-13,-3
E coli growth,-1.4,0.4,-0.8,4.5,-2.2,-0.3
AddAB inh,4.1,1.5,-0.7,3.2,1.0,2.3
